Assay outcomes (PubChem)
m5-HT2A agonist – activates the mouse 5-HT2A serotonin receptor. P35363. CHO-K1 mHTR2A beta-arrestin complementation, luminescence; percent of 30 µM serotonin response. activation, % at 7.6 µM. hit rate 0.66% among 360,000. AID 624169;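 active means activation above a run cutoff, the mean activation of all tested compounds plus 3 SD, cut at about 14% in these data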;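 further: 0% = plate median of compound wells and 100% = 30 µM serotonin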
Target sequence (P35363 whole entry, looked up): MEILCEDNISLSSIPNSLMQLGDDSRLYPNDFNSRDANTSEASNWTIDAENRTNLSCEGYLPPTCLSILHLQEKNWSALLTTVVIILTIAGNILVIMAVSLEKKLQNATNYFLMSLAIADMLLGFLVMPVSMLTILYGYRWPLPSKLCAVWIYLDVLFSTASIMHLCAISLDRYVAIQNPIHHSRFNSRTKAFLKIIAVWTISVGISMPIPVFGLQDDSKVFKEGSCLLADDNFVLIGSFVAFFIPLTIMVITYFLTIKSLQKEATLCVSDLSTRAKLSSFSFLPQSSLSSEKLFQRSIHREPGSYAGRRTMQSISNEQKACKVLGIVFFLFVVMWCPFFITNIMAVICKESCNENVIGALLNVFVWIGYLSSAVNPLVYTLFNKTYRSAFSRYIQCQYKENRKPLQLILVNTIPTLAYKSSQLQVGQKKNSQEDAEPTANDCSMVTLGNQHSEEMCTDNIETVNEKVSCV
CaV13 FRET inh – Primary screen for inhibitors of IQ motif and Ca2+-dependent inactivation inhibitor domain binding in CACNA1D, Förster resonance energy transfer in living cells, …; HEK cells, CFP/YFP FRET ICDI-IQ, plate reader, 10 min; percent FRET-ratio fall versus neutral wells; inhibition, % at 12.3 µM; hit rate 0.098% among 340,000;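 active means mean replicate inhibition of at least 30% and at least 1% of replicates passing that level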;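 further: 0% = median of the neutral control wells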
NR2E3 ag-1 – agonists of human NR2E3 nuclear receptor. AID 602229. hit rate 0.35% among 360,000. CHO-S Gal4-NCOR/VP16-NR2E3 two-hybrid, luciferase. inhibition of corepressor binding, % at 3.98 µM;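 active means inhibition above the mean of all tested compounds plus 3 SD, cut at about 70% in these data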;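 further: 0% = DMSO with NR2E3 transfected cells and 100% = cells lacking NR2E3 construct; higher means lower luciferase signal from less NR2E3 corepressor binding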
PDI inh – inhibitors of human protein disulfide isomerase | AID 588391 | hit rate 0.052% among 350,000 | inhibition, % at 10 µM | PDI insulin aggregation turbidity, A650, 90 min;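 active means mean inhibition across replicates of 30% or more, whatever share of single replicates reach that level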;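 further: absorbance from insulin aggregation driven by PDI reduction with DTT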
Target sequence (P07237 whole entry, looked up): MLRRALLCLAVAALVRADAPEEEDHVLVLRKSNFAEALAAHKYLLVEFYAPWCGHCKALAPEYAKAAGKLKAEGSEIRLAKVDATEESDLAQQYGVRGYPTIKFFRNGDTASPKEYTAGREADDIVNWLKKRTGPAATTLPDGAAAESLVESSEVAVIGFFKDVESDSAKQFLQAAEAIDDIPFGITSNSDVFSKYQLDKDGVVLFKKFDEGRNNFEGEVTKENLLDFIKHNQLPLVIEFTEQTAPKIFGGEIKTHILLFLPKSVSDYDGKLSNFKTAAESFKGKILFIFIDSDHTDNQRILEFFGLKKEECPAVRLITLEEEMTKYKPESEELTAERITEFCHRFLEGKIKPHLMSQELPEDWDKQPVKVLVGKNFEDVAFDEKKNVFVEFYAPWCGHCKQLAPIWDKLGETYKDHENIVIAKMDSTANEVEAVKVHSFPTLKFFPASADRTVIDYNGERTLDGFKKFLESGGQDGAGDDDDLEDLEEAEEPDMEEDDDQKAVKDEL
MITF TRPM1 inh – MITF TRPM1 promoter inhibition in SK-MEL-5 cells; SK-MEL-5 TRPM1 promoter luciferase, 24 h; inhibition, % at 12.5 µM; AID 488899; hit rate 0.83% among 330,000;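 active means mean inhibition across replicates of 60% or more, whatever share of single replicates reaches that level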; further: values of inactives mirror those of a sister screen read the other way
Shn3 inh set2 – inhibitors of Schnurri-3 3'UTR reporter in osteoblasts | Clone20 osteoblast Shn3 3'UTR firefly luciferase, 24 h | inhibition, % at 12.5 µM | hit rate 0.52% among 360,000;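 active means mean inhibition of at least 75% with every replicate also reaching 75%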;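 further: 0% = median of neutral control wells and 100% = pilot-screen positive control compound; some compounds past the cut are filed as inactive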
Cardio protect – modulators protecting cardiomyocytes from myocardial damage; hit rate 0.63% among 360,000; AID 588492; H9c2 cardiomyocytes, H2O2 injury protection, ATPLite, 2 h; protection from H2O2 cell death, % at 20 µM;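 active means compounds giving at least 50% protection of heart cells from peroxide-induced death in the single-dose screen, raw or plate-pattern-corrected value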;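 further: 0% = DMSO wells with peroxide and 100% = DMSO wells without peroxide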
Peg3 promoter – Peg3 promoter activity inhibition; HeLa PEG-Prom luciferase reporter, luminescence, overnight; inhibition, % at 20 µM; hit rate 1.7% among 360,000; AID 588405;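 active means inhibition of at least 50% at 20 µM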
hiPSC survival – enhancers of human iPSC single-cell survival; hiPSC single-cell survival, ATPlite luminescence; 100% = ROCK inhibitor wells, 0% = DMSO; survival enhancement, % at 20 µM; hit rate 0.044% among 360,000; AID 602274; in the data active means survival enhancement above about 18%;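 further: cells exposed to compounds for 16 hours before the ATP read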
NR2E3 ag-2 – NR2E3 (human) agonism; Q9Y5X4; GST-NR2E3/biotin-RetCOR TR-FRET, 1536-well; inhibition of corepressor binding, % at 4.78 µM; hit rate 0.12% among 320,000; AID 2300;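 active means percent inhibition above the cutoff of mean plus 3 SD of all tested compounds, set per screening campaign, cut at about 20% in these data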;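 further: 0% = DMSO wells and 100% = biotin wells as full block of FRET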
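system = GST-tagged NR2E3 plus biotinylated RetCOR corepressor | input = 1.35 nM GST-NR2E3 | also added = 7 nM biotin-RetCOR | schedule = 5 h incubation at 4 °C | measured by = TR-FRET with europium anti-GST and streptavidin-D2, 340 nm excitation | read-out = percent loss of FRET ratio relative to control wells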
HIF-2a inh – inhibitors of HIF-2a; 786-0 RCC cells HIF-2a reporter, luciferase luminescence, overnight; inhibition, % at 18.8 µM; hit rate 0.72% among 360,000; AID 624352;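 active means inhibition of the luminescence signal of 40% or more relative to plate controls, in a single-dose primary screen at 18.75 µM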
* = called active by the depositor; · = no result given.

SMILES	m5-HT2A agonist	CaV13 FRET inh	NR2E3 ag-1	PDI inh	MITF TRPM1 inh	Shn3 inh set2	Cardio protect	Peg3 promoter	hiPSC survival	NR2E3 ag-2	HIF-2a inh
CNC(=O)OCCSCCS(=O)(=O)c1ccc(Cl)cc1	3.2	-3.7	-19.6	16.0	4.6	-5.3	-3.8	-0.3	0.0	-1.4	14.0
Cc1ccc(CNC(=O)[C@@H](NC(=O)C2CCN(C(=O)[C@@H]3CCCN3)CC2)C(C)C)cc1	0.5	·	8.8	·	4.6	-11.7	-1.7	7.6	-0.1	-4.0	0.6
CCS(=O)(=O)N1CCN(C(=O)c2ccc(-c3ccccc3)cc2)CC1	-3.8	·	4.7	0.7	-4.9	-28.2	-4.4	13.9	0.7	3.3	0.6
O=C(CCC(=O)N1CCN(S(=O)(=O)c2ccccc2)CC1)c1ccc(Br)cc1	-1.5	-6.2	2.2	-0.4	-11.0	10.1	2.4	16.9	-2.8	·	8.9
CN(C)C(=O)N1CCCC(C(=O)NCc2ccccc2)C1 (configuration not stated)	0.6	·	-10.3	9.4	4.2	12.6	3.6	2.6	-4.6	-0.9	13.1
CCN(CC)CCNC(=O)c1ccc(NC(=O)c2c(F)cccc2Cl)cc1	-1.2	-4.7	-17.9	2.3	7.0	-31.5	10.1	8.2	4.6	4.0	6.4
COC(=O)C1=C(C)N(C)C(=O)NC1c1ccc(O)c(Cl)c1 (configuration not stated)	-0.7	-2.5	5.0	9.8	3.1	-1.2	-3.0	6.9	2.4	2.6	21.5
COc1ccc(CCC(=O)N2CCN(S(=O)(=O)c3ccc(C)cc3)CC2)cc1	11.5	-2.2	15.8	-7.9	-8.3	1.9	-6.7	20.0	-1.4	0.3	-2.1
O=C(C1CCCN(S(=O)(=O)c2ccc(Br)cc2)C1)N1CCOCC1 (configuration not stated)	-4.3	-4.9	-20.4	-1.4	19.8	6.9	0.3	1.3	-0.5	0.8	10.8
OCc1ccc(-c2cccc3nccn23)cc1	-3.0	-4.7	2.2	-3.2	·	0.8	6.1	5.3	-1.1	·	-2.6
Cc1ccc(Cn2cc(SCC(N)=O)c3ccccc32)cc1	-7.0	-6.7	-35.5	·	·	22.6	-8.2	15.5	-2.9	-2.0	11.5
COc1ccc(NC2=CC(=O)CC(C)(C)C2)cc1OC	0.8	-5.8	-16.3	-5.5	2.5	-26.6	5.7	0.3	0.8	1.6	12.8
Cc1ccc2c(c1)-c1c(cnn1CC(=O)NC(C)CCc1ccco1)CO2 (configuration not stated)	-5.3	-3.4	-5.7	·	5.2	-20.2	3.0	4.3	-1.3	2.7	8.9
CN(c1ccccc1C(=O)NCc1ccccn1)S(C)(=O)=O	-4.1	-4.5	3.2	4.0	5.6	-30.8	-1.6	-6.7	0.1	-1.1	11.2
CCc1ccc(CN2CCN(C(=O)c3cccc(OC)c3OC)CC2)cc1	-4.3	-3.6	4.6	4.2	23.7	24.8	-6.0	-0.4	-1.1	3.2	7.1
CC(=O)c1cccc(NC(=O)c2ccc3c(c2)OCO3)c1	-3.3	-3.2	-68.9	2.9	-36.2	-33.4	-2.5	-169.0	0.6	1.1	-207.8
Cc1ccc(OCC(=O)Nc2ccc(S(=O)(=O)Nc3cc(C)nc(C)n3)cc2)c(C)c1	-2.2	-5.7	0.2	4.0	1.8	2.9	3.1	-10.0	0.6	-1.1	0.4
CN(CCOc1ccc(Cl)cc1)C(=O)c1cccc(S(=O)(=O)N2CCN(Cc3ccccc3)CC2)c1	-4.7	-7.1	83.6*	16.3	·	91.5*	-21.9	21.8	-0.1	·	3.6
CCOC(=O)C1=C(c2ccccc2)NC(SCC(=O)Nc2cccc(C)c2)=C(C#N)C1c1ccco1 (configuration not stated)	-10.4	-5.0	3.7	15.5	-0.9	-4.7	-3.6	70.4*	-1.6	0.1	13.1
Cc1cccc(NC(=O)CNC(=O)CSc2ncccn2)c1C	-0.5	-6.4	-18.3	-3.3	1.6	-47.8	3.7	0.6	-1.2	·	2.2

Some of these compounds in order of length of the SMILES, largest number first:
SMILES	m5-HT2A agonist	CaV13 FRET inh	NR2E3 ag-1	PDI inh	MITF TRPM1 inh	Shn3 inh set2	Cardio protect	Peg3 promoter	hiPSC survival	NR2E3 ag-2	HIF-2a inh
CN(CCOc1ccc(Cl)cc1)C(=O)c1cccc(S(=O)(=O)N2CCN(Cc3ccccc3)CC2)c1	-4.7	-7.1	83.6*	16.3	·	91.5*	-21.9	21.8	-0.1	·	3.6
CCOC(=O)C1=C(c2ccccc2)NC(SCC(=O)Nc2cccc(C)c2)=C(C#N)C1c1ccco1 (configuration not stated)	-10.4	-5.0	3.7	15.5	-0.9	-4.7	-3.6	70.4*	-1.6	0.1	13.1
O=C(CCC(=O)N1CCN(S(=O)(=O)c2ccccc2)CC1)c1ccc(Br)cc1	-1.5	-6.2	2.2	-0.4	-11.0	10.1	2.4	16.9	-2.8	·	8.9
COc1ccc(CCC(=O)N2CCN(S(=O)(=O)c3ccc(C)cc3)CC2)cc1	11.5	-2.2	15.8	-7.9	-8.3	1.9	-6.7	20.0	-1.4	0.3	-2.1
O=C(C1CCCN(S(=O)(=O)c2ccc(Br)cc2)C1)N1CCOCC1 (configuration not stated)	-4.3	-4.9	-20.4	-1.4	19.8	6.9	0.3	1.3	-0.5	0.8	10.8
CCc1ccc(CN2CCN(C(=O)c3cccc(OC)c3OC)CC2)cc1	-4.3	-3.6	4.6	4.2	23.7	24.8	-6.0	-0.4	-1.1	3.2	7.1
CN(c1ccccc1C(=O)NCc1ccccn1)S(C)(=O)=O	-4.1	-4.5	3.2	4.0	5.6	-30.8	-1.6	-6.7	0.1	-1.1	11.2
Cc1ccc(Cn2cc(SCC(N)=O)c3ccccc32)cc1	-7.0	-6.7	-35.5	·	·	22.6	-8.2	15.5	-2.9	-2.0	11.5
COc1ccc(NC2=CC(=O)CC(C)(C)C2)cc1OC	0.8	-5.8	-16.3	-5.5	2.5	-26.6	5.7	0.3	0.8	1.6	12.8

(list continues)
SMILES	m5-HT2A agonist	CaV13 FRET inh	NR2E3 ag-1	PDI inh	MITF TRPM1 inh	Shn3 inh set2	Cardio protect	Peg3 promoter	hiPSC survival	NR2E3 ag-2	HIF-2a inh
COc1ccccc1N1CCN(C(=O)c2cc3ccccc3[nH]2)CC1	-0.3	-4.2	0.3	-11.6	12.3	-7.9	3.4	26.1	-0.2	1.9	26.3
CC(C)Nc1ncnc2c1ncn2[C@H]1CN(CCN2CCOCC2)C[C@@H](CO)O1	0.5	-4.9	22.6	-1.8	·	20.6	4.7	-5.0	16.9	·	2.4
O=C1CSc2ccc(S(=O)(=O)N3CCN(c4ccccc4F)CC3)cc2N1	-2.9	-3.1	5.6	4.9	6.9	51.3	-11.0	43.8	-0.2	1.9	-0.3
CN(C(=O)COC(=O)c1ccc2c(=O)n3c(nc2c1)CCC3)c1ccccc1	3.8	-2.3	-10.7	-5.3	12.1	-1.7	3.9	11.1	0.0	0.9	25.3
CN(CC(=O)Nc1ccc(F)c(F)c1F)c1ncnc2sccc12	2.5	7.1	-3.2	-34.3	4.9	5.3	-10.9	2.4	0.0	2.1	5.8
O=C(COC(=O)COc1ccc(Cl)cc1)Nc1cccnc1Cl	-2.2	-7.0	-5.8	14.9	·	-6.1	-2.6	8.0	3.9	·	11.7
CC(C)C[C@H]1CN([C@@H](Cc2ccc(O)cc2)CN2CCC[C@@H]2CN2C(=S)NC[C@@H]2Cc2ccccc2)C(=S)N1CC1CCCCCC1	-3.1	-3.8	5.8	·	·	-2.9	-2.2	-7.6	-1.0	·	-11.6
CCn1c(CCC(=O)Nc2ccccc2F)nnc1SCC(=O)Nc1ccc(OC)cc1	4.4	-6.3	9.1	-3.2	7.9	17.3	-0.3	20.1	0.0	-6.6	7.5
COc1ccc(OC)c(-c2cc(C(=O)Nc3sc4c(c3C#N)CCC(C)C4)c3ccccc3n2)c1 (configuration not stated)	6.0	-7.6	10.4	1.1	12.9	-12.0	0.4	2.8	-0.3	-0.3	8.6
C=CCN(c1ccccc1)S(=O)(=O)c1cccc(C(=O)Nc2ccncc2)c1	-10.0	-0.9	-5.7	1.9	14.8	69.6	-22.6	-4.4	0.0	0.0	30.3
Cc1cccc(N2CCN(C(=O)CCC(=O)N3CC(C)Oc4ccccc43)CC2)c1C (configuration not stated)	-7.4	-7.6	-15.6	·	·	18.1	-2.6	-7.3	-2.0	-0.7	-1.0
O=C(Oc1ccc(-c2csnn2)cc1)c1cccs1	2.1	-4.2	-14.0	2.8	0.1	-6.5	-1.8	-21.0	0.9	0.6	2.4
C[C@H](NC(=O)[C@@H]1Cc2ccccc2CN1C(=O)OC(C)(C)C)C(=O)NC1CCCC1	-8.4	-2.3	1.7	1.9	-3.8	8.3	-1.9	-11.4	0.1	1.3	1.8
CCOC(=O)COc1c(OC)cc(Cl)cc1C1Nc2ccccc2C(=O)N1c1cccc(C)c1 (configuration not stated)	-3.0	·	-61.4	3.3	-23.1	37.8	-0.4	-53.2	-1.2	0.1	-158.6
S=C(NCCCN1CCOCC1)Nc1ccc(Cl)cc1	-2.1	-3.8	-25.3	6.3	0.8	20.0	1.5	4.9	-2.2	0.1	10.0
CC1(C(=O)NS(=O)(=O)c2cccc(F)c2)CCN1C(=O)c1cccc(F)c1 (configuration not stated)	-0.7	-4.8	-7.9	9.1	·	-7.2	-3.8	-1.3	-0.7	·	7.0
O=C1c2ccccc2C(=O)N1CCC#Cc1ccc2cc(CCO)oc(=O)c2c1	9.4	-4.9	-13.3	-4.0	-7.5	-7.0	32.9	-7.3	-1.7	0.1	-9.5
O=C(Nc1ccc2c(c1)Cc1ccccc1-2)c1ccncc1	-4.0	-3.5	-58.1	-12.9	-57.4	-10.7	-4.1	-221.2	-0.8	4.8	-188.6
Cc1ccc(Cc2c(C)nc3nc(SCC(=O)NCCN4CCOCC4)nn3c2C)cc1	-7.7	-5.0	5.6	0.0	-8.8	-14.6	1.6	4.0	-2.4	4.1	15.3
O=C(Oc1ccc([N+](=O)[O-])cc1)c1cccnc1	1.9	-3.8	-36.7	-12.0	-5.1	-9.6	-2.5	11.6	-1.4	-0.1	7.0
CC1(C)C2CCC1(CS(=O)(=O)Nc1ccc(S(=O)(=O)NC3CCCCC3)cc1)C(=O)C2 (configuration not stated)	2.1	-9.8	9.4	6.3	1.4	-32.3	-0.2	7.4	-3.2	-1.4	4.1
COc1ccc(CC(N)c2csc(NC(=O)c3ccccc3)n2)cc1 (configuration not stated)	0.8	-10.9	18.0	9.5	·	22.1	28.0	11.2	-2.9	·	4.1
COc1ccc(OC)c(CNC(=O)CCC(=O)N2Cc3ccccc3Oc3ncccc32)c1	7.8	-4.7	21.8	14.6	5.5	0.5	0.6	0.2	-0.2	1.6	8.4
